# Source: PubChem (National Center for Advancing Translational Sciences (NCATS))
# TGFb SMAD3 inh: TGF-b pathway inhibition | HepG2 CAGA-GFP TGF-b/SMAD3 reporter, GFP fluorescence, 18 h; TGF-beta stimulated, 500 pg/mL final | Potency, µM (series often up to 46.1 µM), inactives show at the top dose activity, negative = inhibition, hits mostly inhibitors | 410,000 compounds, 1.2% hits | AID 588855; also: potency is read from the fitted curve at half-maximal effect; % is scaled to controls: 0 for no effect and ±100 for the full control effect; nearly all actives have a fitted effect of over 65% in size
#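 TGF-beta reporter screen: HEPG2 CAGA-GFP, 1% FBS, 500 pg/mL TGF-beta final, 18 h; per-cell GFP summed per well; curves fitted and categorized by class.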
# Nrf2 inh: inhibitors of Nrf2 signaling; 360,000 compounds, 2.1% hits; AID 504444; A549 ARE-Fluc reporter, luciferase luminescence, 18-24 h; Potency, µM (titrated, usually from 46 µM), without a hit: at the top dose activity change, negative = inhibition, hits mostly inhibitors; also: potency is read from the fitted curve at half-maximal effect; % is scaled to controls: 0 for no effect and ±100 for the full control effect; nearly all actives have a fitted effect of over 60% in size
#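 A549 ARE_Fluc cells, 5000/well, 5% FBS OPTI-MEM; compounds in dose-response, 18-24 h at 37 °C/5% CO2; CellTiter-Fluor viability read (Ex 405/Em 525), then BugLite luciferase luminescence = Nrf2 activity.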
# Akt phos inh: blocks phosphorylation of Akt. Neuro2A IGF-stimulated pAkt S473 HTRF, 20 min; active compounds read low. activity change, % for hits at 50 µM. 360,000 compounds, 0.32% hits. AID 651550; in the data active = activity change below about -80%; inconclusive = mostly about -51% to -80%; also: % is scaled to controls: 0 for no effect and ±100 for the full control effect
#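 Single-point screen (50 µM final compound) in Neuro2A cells stimulated 20 min with 6 nM IGF at 37 deg C. After lysis, Ser473-phosphorylated Akt read by HTRF (ex 330 nm, em 615/665 nm) as the 665/615 ratio.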
# Mm-Cpn inhibitor: M. maripaludis TRiC chaperonin inhibition | Potency, µM (doses to about 76.9 µM), for inactives: at the highest dose activity, negative = inhibition, most hits filed as inhibitors | AID 504842 | purified Mm-Cpn ATPase, ADP Transcreener TR-FRET | 330,000 compounds, 0.031% hits; also: potency is read from the fitted curve at half-maximal effect; % is scaled to controls: 0 for no effect and ±100 for the full control effect; nearly all actives have a fitted effect of over 80% in size
#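 ATPase turnover read by TR-FRET ADP competition (Eu cryptate antibody/ADP-d2, 665/590 nm): 10uM ATP final, 25nM Mm-CPN final, 30 min 37degC after 10-min compound preincubation, pH 7.4 Tris/KCl/MgCl2/DTT buffer.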
# CCT modulator: modulators of cytosolic chaperonin (CCT/TRiC) activity. purified chaperonin ATPase assay, HTRF ADP detection, 30 min. activity change, % (no concentration beside the values), hits read low. 360,000 compounds, 0.3% hits. AID 651819; in the data active = activity change below about -30%; also: % is scaled to controls: 0 for no effect and ±100 for the full control effect
#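 Nucleotide hydrolysis assay: TRiC at 20–40 nM final (set by batch activity) with 10 uM ATP, 30 min at 37 °C, in presence of 76 uM compound. Detection by competitive ADP HTRF, 30 min ambient.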
# A549 viability: A549 cytotoxicity, counter-screen for Nrf2 inhibitors; Potency, µM (top dose mostly 46 µM), without a hit: at the highest dose activity change, negative = cytotoxicity, usual class: inhibitors; A549 ARE-Fluc cells, CellTiter-Fluor viability, 18-24 h; AID 504648; 390,000 compounds, 0.16% hits; also: potency is read from the fitted curve at half-maximal effect; % is scaled to controls: 0 for no effect and ±100 for the full control effect
#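 A549 ARE-Fluc cells in 5% FBS OPTI-MEM, 5000 cells/well, rested 2 h then exposed to compounds in concentration-response for 18-24 h at 37 °C. Viability by CellTiter-Fluor fluorescence (Ex 405/Em 525) after 30 min; luciferase luminescence (BugLite, 15 min, RT) read afterwards.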
# EPAC2 ag: EPAC2 (human) agonism; Q8WZA2; EPAC2 activation, biochemical qHTS; response scale: 100% = 6.5 mM cAMP response; Potency, µM (doses to about 154 µM), without a hit: at the highest dose activation, hits mostly activators; 360,000 compounds, 0.079% hits; AID 720711; also: potency is read from the fitted curve at half-maximal effect; nearly all actives have a fitted effect of over 50% in size
# Target sequence (Q8WZA2 whole entry, looked up): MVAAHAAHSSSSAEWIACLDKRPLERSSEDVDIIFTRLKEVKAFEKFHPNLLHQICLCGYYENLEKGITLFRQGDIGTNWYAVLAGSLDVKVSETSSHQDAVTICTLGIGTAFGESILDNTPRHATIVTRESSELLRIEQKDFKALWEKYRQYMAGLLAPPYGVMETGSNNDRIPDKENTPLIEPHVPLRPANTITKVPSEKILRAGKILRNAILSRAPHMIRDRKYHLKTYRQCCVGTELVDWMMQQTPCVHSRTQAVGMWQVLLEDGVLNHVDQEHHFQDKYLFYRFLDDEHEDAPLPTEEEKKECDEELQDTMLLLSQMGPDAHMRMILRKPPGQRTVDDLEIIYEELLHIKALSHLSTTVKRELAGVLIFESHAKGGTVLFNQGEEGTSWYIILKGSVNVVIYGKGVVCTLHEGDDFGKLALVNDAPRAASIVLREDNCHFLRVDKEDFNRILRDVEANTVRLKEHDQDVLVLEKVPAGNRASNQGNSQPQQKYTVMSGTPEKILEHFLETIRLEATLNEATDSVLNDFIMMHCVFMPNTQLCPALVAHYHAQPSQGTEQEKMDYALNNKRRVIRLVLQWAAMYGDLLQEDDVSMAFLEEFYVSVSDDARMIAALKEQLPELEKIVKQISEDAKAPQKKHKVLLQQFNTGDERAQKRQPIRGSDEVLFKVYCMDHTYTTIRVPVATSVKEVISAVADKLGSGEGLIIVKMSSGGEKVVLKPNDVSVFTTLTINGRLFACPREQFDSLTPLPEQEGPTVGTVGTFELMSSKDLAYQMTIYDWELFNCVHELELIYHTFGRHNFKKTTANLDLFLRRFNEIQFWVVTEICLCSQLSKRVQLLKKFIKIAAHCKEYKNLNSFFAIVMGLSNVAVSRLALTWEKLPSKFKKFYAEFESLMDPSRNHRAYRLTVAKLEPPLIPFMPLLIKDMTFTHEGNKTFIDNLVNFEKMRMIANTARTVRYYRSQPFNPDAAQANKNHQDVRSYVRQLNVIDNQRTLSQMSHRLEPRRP
#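 Compounds were titrated in qHTS against a Rap1B-BODIPY-GDP (250 nM) complex with EPAC2 (100 nM) and GDP (50 uM). BODIPY-GDP release tracked at 480/540 nm over 30 min at room temperature, normalized to 6.5 mM cAMP.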
# EPAC2 antagonist: blocks human EPAC2 exchange factor; Potency, µM (highest dose often 114 µM), for the others: at the top dose activity, negative = inhibition, usual class: inhibitors; Q8WZA2; EPAC2 GEF exchange of Rap1B-BODIPY-GDP, fluorescence; 360,000 compounds, 0.18% hits; also: potency is read from the fitted curve at half-maximal effect; % is scaled to controls: 0 for no effect and ±100 for the full control effect; nearly all actives have a fitted effect of over 45% in size; many of its hits are not listed in these tables
# Nrf2 ARE act: activates Nrf2 signaling; AREc32 ARE-luciferase reporter (MCF7-derived line), luminescence, 24 h; Potency, µM (top dose mostly 46.1 µM), for inactives: at the highest dose activation, usual class: activators; 410,000 compounds, 0.31% hits; also: potency is read from the fitted curve at half-maximal effect; % of control where 0% means no effect; nearly all actives have a fitted effect of over 65% in size
#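 ARE-driven firefly luciferase activity in AREc32 cells measured after a 24 hr compound exposure at 37 deg C, using Steady-Glo reagent and a 30 min room-temperature hold.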
# An asterisk follows results filed as active; i = inactive; ? = inconclusive; nt = not tested or not shown; [ ] = remark or other dose. Unless noted, calls follow the shape of the dose curve; as a rule, active = well fitted curve in the direction sought with a large enough effect; inconclusive = small, poorly fitted or top-dose-only effect, or another doubt; inactive = no such curve, though single readings can be large; an effect the other way counts as inactive or inconclusive. An excerpt (hit frequency here may not be typical).
SMILES,TGFb SMAD3 inh,Nrf2 inh,Akt phos inh,Mm-Cpn inhibitor,CCT modulator,A549 viability,EPAC2 ag,EPAC2 antagonist,Nrf2 ARE act
C=CCC1(Cl)C(=O)C(Cl)=C(N2CCN(C)CC2)C1(OC)OC (centres undefined),0%,5%,i,0%,-4.0,-2%,0%,6%,-0.3%
COC(=O)[C@@]1(C(C)C)N=C(c2cc(OC)c(OC)c(OC)c2)[C@]2(O1)C(=O)N(C)c1ccc(Br)cc12,nt,nt,i,nt,3.1,nt,-2%,-21%,4.8%
CCN(CC)C1=CC2=CC(=C(C#N)C#N)CCC2CC1 (centres undefined),-78%,5%,i,-3%,-0.7,1%,100µM*,nt,2.3%
Cc1ccccc1-c1noc(-c2ccccc2C(=O)N2CCCC2)n1,-4%,nt,i,0%,-4.1,-5%,-10%,-4%,2.4%
Clc1ccc(-n2ncc3c(NCc4cccnc4)ncnc32)cc1Cl,3%,30%,i,-3%,0.9,1%,2%,7%,4.4%
CC(Oc1ccccc1)C(=O)N(CCC1=CCCCC1)c1c(N)n(Cc2ccccc2)c(=O)[nH]c1=O (centres undefined),18µM*,-27%,i,1%,-3.5,4%,-8%,16%,13%
CCOc1ccc(C(c2c(NC(=O)c3ccccc3)sc(C)c2C)N2CCN(CCO)CC2)cc1 (centres undefined),?,-12%,i,-1%,0.6,?,5%,-14%,9.1%
CCc1nc2ccc(C(=O)NCCCN(C)C)cn2c1N(CC)CCOC,37%[activator],nt,i,nt,-2.4,nt,4%,15%,0.6%[9.22 µM]
CCn1c2ccccc2c2nnc(SCC(=O)c3ccccc3)nc21,-2%,?,i,0%,2.1,?,-6%,14%,-0.4%
Cn1c(=NC(=O)COc2ccccc2)sc2cccc(F)c21,-15%,6%,i,-1%,1.0,3%,6%,3%,3.6%
O=C(O)C(S)C(S)C(=O)O (centres undefined),1%,?,nt,nt,1.2,-1%,7%,9%,0.2%
CCCOc1ccc(CNC(=O)CCCn2ncn3c(cc4sc(CC)cc43)c2=O)cc1,?,23µM*,nt,nt,nt,?,nt,nt,-2.4%
CN1CCN(C(=O)c2ccc(Cn3cc(Cl)cn3)o2)CC1,2%,2%,i,0%,0.1,-1%,-6%,2%,0.2%
O=C(COC(=O)c1n[nH]c(=O)c2ccccc12)NCc1ccccc1,0%,8%,i,-1%,0.4,-5%,0%,-14%,20%
Cc1ccsc1C(=O)NC(C)c1ccc2c(c1)OCO2 (centres undefined),34%[activator],7%,i,-1%,1.2,1%,6%,1%,-0.3%
NC(=O)C1CCCN(C(=O)c2cccc(S(=O)(=O)N3CCCCCC3)c2)C1 (centres undefined),-12%,-1%,i,1%,-4.0,-3%,12%,0%,-0.2%
COc1ccc(CN2C(=O)C(NC(=O)c3cccc(C)c3)(C(F)(F)F)N=C2c2ccccc2)cc1 (centres undefined),-61%,-6%,nt,nt,nt,?,nt,nt,0.9%
CN(CC(=O)Nc1ccccc1C(F)(F)F)C(=O)CSc1nc(N)cc(N)n1,0%,8%,i,2%,0.3,4%,7%,3%,-1.0%
CCc1ccccc1N1CC(C(=O)Nc2cc(S(=O)(=O)N3CCCC3)ccc2Cl)CC1=O (centres undefined),-26%,-10%,i,3%,0.2,-3%,1%,-5%,-0.6%
CC1=C(c2ccc(F)cc2)S(=O)(=O)N=C1N1CCC(C(=O)NCCc2ccco2)CC1,-8%,?,nt,nt,nt,7%,nt,nt,1.0%
C=CCNC(=S)NN=C1CCC(c2ccccc2)CC1 (centres undefined),22%,-9%,i,4%,-2.0,-12%,18%,-5%,0.8%
CC1(C)C2CCC(C2)C1(C)N=C1OC(CCl)CS1 (centres undefined),-14%,3%,i,2%,-0.3,-1%,9%,-4%,0.2%
COc1ccc(-n2ncc3c2CC(C)(C)CC3NC(=O)c2c(C)cc(=O)oc2C)cc1 (centres undefined),4%,0%,i,3%,-5.2,0%,9%,-4%,-0.5%
CCOC(=O)COc1ccccc1C(=O)c1cnn(-c2ccccc2)c1,-14%,4%,i,0%,1.5,16%,7%,-24%,4.9%
CCOC(=O)N1CCN(S(=O)(=O)c2cc([N+](=O)[O-])c(C)cc2C)CC1,2%,7%,i,-1%,0.3,1%,0%,-6%,0.3%
CCC(C(=O)N1CCN(c2ccccc2F)CC1)n1nc(C)c2sc3ccccc3c2c1=O (centres undefined),0%,?,nt,nt,nt,-13%,nt,nt,-1.4%
CCc1ccc(C(=O)NNc2ccc(S(N)(=O)=O)cc2)cc1,1%,11%,i,0%,-1.5,1%,3%,-8%,-0.2%
O=C(O)CCCC(=O)Nc1cccc2cccnc12,-13%,-15%,i,1%,1.0,1%,-2%,-3%,-0.2%
O=C(CN(Cc1ccco1)C(=O)CNS(=O)(=O)c1ccc(Cl)cc1)NCc1ccc(F)cc1,-2%,0%,i,nt,-2.1,-6%,-15%,-10%,0.4%
C=CCn1c(SCC(=O)c2[nH]c(C)c(C(=O)OC)c2C)nc2scc(-c3ccc(OC)c(OC)c3)c2c1=O,3%,-3%,i,-5%,0.3,1%,-13%,-2%,-0.2%
CC(C)(O)C#Cc1ccc(CN2CCN(Cc3ccsc3)C(CCO)C2)s1 (centres undefined),-8%,-8%,i,0%,-1.6,-5%,-3%,3%,-0.3%
CN(c1ccccc1)S(=O)(=O)c1cc(C(=O)Nc2ccccc2N2CCOCC2)ccc1Cl,-17%,?,i,nt,0.2,-4%,2%,2%,-0.8%
O=C(O)C1CCCN1C(=O)c1cncc(Br)c1 (centres undefined),4%,1%,i,2%,1.8,1%[1.84 µM],5%,14%,-0.9%
Cc1cc(C)c(C)c(S(=O)(=O)NC(C)C(=O)O)c1C (centres undefined),-4%,3%,i,-1%,-1.5,-1%,8%,-4%,0.5%
O=C(O)CCc1ccccc1OC(=O)c1ccccc1,3%,-38%,i,1%,-2.9,-5%,2%,12%,-0.9%
O=C(NCCCn1ccnc1)c1cc(-c2cccc(O)c2)on1,-6%,0%,i,2%,-2.3,0%,8%,3%,9.1%
Cc1cc(C)nc(NC(=O)CCCC(=O)O)c1,3%,1%,i,2%,-4.7,1%,8%,4%,0.0%
CN(CC1CCCO1)S(=O)(=O)c1ccc(C(=O)Nc2nc(-c3ccccn3)cs2)cc1 (centres undefined),?,5.2µM*,i,-2%,0.1,?,22%,-2%,1.8%
O=C(Nc1cccc(Br)c1)/C(=C\c1cccnc1)NC(=O)c1ccco1,0%,-4%,i,2%,0.1,-2%,8%,-2%,0.2%
Cc1ccccc1NC(=O)c1ocnc1C,-5%,17%,i,0%,0.2,2%,8%,7%,-0.7%
COc1ccc(NC(=O)c2cccnc2)c(OC)c1,-7%,nt,nt,-1%,-1.9,0%,6%,-2%,-0.3%
Cc1cc(C)cc(NC2=CC(c3cccc(F)c3)N(c3cc(C)cc(C)c3)C2=O)c1 (centres undefined),23%,10%,nt,nt,nt,-3%,nt,nt,-1.3%
C[C@@H]1O[C@@H](OC[C@H]2O[C@@H](Oc3cc(O)c4c(=O)cc(-c5ccc(O)c(O)c5)oc4c3)[C@H](O)[C@@H](O)[C@@H]2O)[C@H](O)[C@H](O)[C@H]1O,2%,-1%,i,-2%,0.4,-19%,1%,7%,-1.4%
FC(F)(F)c1cc(C(F)(F)F)c2ccc(N3CCN(c4ncccn4)CC3)nc2n1,-1%,18%,i,-2%,-22,-3%,-1%,11%,0.0%
COc1cc(/C=N/NC(=O)c2nnn(-c3nonc3N)c2C(C)C)ccc1OCc1ccc(F)cc1,?,16µM*,i,1%,-0.9,?,9%,1%,-0.2%
CNc1nc(N)nc(-c2cc(Cl)ccc2OC)n1,7%,8%,i,1%,-1.5,?,8%,7%,-0.6%
CCOC(=O)c1sc(N(C)C)nc1-c1ccccc1,-7%,6%,i,-1%,0.0,0%,-9%,8%,-0.7%
CCCCN(C)S(=O)(=O)c1c(C)[nH]c(=O)[nH]c1=O,-1%,-3%,i,0%,-1.3,1%,3%,8%,-1.3%
CCOC(=O)c1c(CN(C)C)n(C)c2ccc(OC(C)=O)cc12,1%,-12%,i,-2%,-1.4,0%,5%,14%,-0.1%
CCN(Cc1ccncc1)Cc1c(O)ccc2cc(Br)ccc12,?,-3%,i,-4%,0.0,0%,6%,-20%,10%
# The results go on:
SMILES,TGFb SMAD3 inh,Nrf2 inh,Akt phos inh,Mm-Cpn inhibitor,CCT modulator,A549 viability,EPAC2 ag,EPAC2 antagonist,Nrf2 ARE act
Cc1cc(C)c(NC(=O)Nc2ccccc2)c(Cl)c1,2%,8%,i,1%,0.4,-1%,-11%,4%,0.0%
CCCCN(CCCC)c1nc(-c2ccccc2)nc2ccccc12,-3%,4%,nt,nt,nt,1%,nt,nt,4.5%
Cc1ccccc1CNC(=O)C1CCCN(c2nnc(-n3c(C)ccc3C)s2)C1 (centres undefined),?,-4%,nt,nt,nt,11%,nt,nt,?
c1ccc(C[n+]2csc3ccccc32)cc1,-12%,nt,i,0%,-1.4,-7%,-14%,4%,15%

# A second format for part of the listing above:
# Value order – TGFb SMAD3 inh | Nrf2 inh | Akt phos inh | Mm-Cpn inhibitor | CCT modulator | A549 viability | EPAC2 ag | EPAC2 antagonist | Nrf2 ARE act
Cc1cc(C)c(NC(=O)Nc2ccccc2)c(Cl)c1
    2% | 8% | i | 1% | 0.4 | -1% | -11% | 4% | 0.0%
CCCCN(CCCC)c1nc(-c2ccccc2)nc2ccccc12
    -3% | 4% | nt | nt | nt | 1% | nt | nt | 4.5%
Cc1ccccc1CNC(=O)C1CCCN(c2nnc(-n3c(C)ccc3C)s2)C1 (centres undefined)
    ? | -4% | nt | nt | nt | 11% | nt | nt | ?
